# Assay outcomes deposited in PubChem by The Scripps Research Institute Molecular Screening Center.
# GSTO1 inh – blocks human GSTO1 in RBBP9 counter-screen; recombinant GSTO1, activity-based probe fluorescence polarization; AID 1974; 300,000 tested, 1.1% active; inhibition, % at 5.96 µM;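 active = inhibition above the campaign mean inhibition plus 3 SD, cut at about 35% in these data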;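 note: 0% = GSTO1-1 with DMSO and 100% = wells lacking GSTO1-1 enzyme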
# PAFAH2 FP inh – PAFAH2 (human) inhibition; Q99487; recombinant PAFAH2, FP-rhodamine activity probe, fluorescence polarization; inhibition, % at 3.39 µM; 340,000 tested, 0.99% active; AID 492956;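 active = inhibition above the mean over all tested compounds plus 3 SD, cut at about 30% in these data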;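 note: inhibitors block probe labeling of enzyme so polarization drops; 0% = enzyme with DMSO and 100% = wells lacking PAFAH2 protein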
# PREPL inh – inhibitors of human prolyl oligopeptidase-like enzyme PREPL | inhibition, % at 5.96 µM | AID 2751 | 320,000 tested, 0.68% active | recombinant PREPL, fluorescence polarization activity-based probe; in the data active = inhibition above about 43%;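 note: 0% = enzyme with DMSO and 100% = wells lacking enzyme; many of its hits are not listed in these tables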
# Target sequence (Q4J6C6 whole entry, looked up): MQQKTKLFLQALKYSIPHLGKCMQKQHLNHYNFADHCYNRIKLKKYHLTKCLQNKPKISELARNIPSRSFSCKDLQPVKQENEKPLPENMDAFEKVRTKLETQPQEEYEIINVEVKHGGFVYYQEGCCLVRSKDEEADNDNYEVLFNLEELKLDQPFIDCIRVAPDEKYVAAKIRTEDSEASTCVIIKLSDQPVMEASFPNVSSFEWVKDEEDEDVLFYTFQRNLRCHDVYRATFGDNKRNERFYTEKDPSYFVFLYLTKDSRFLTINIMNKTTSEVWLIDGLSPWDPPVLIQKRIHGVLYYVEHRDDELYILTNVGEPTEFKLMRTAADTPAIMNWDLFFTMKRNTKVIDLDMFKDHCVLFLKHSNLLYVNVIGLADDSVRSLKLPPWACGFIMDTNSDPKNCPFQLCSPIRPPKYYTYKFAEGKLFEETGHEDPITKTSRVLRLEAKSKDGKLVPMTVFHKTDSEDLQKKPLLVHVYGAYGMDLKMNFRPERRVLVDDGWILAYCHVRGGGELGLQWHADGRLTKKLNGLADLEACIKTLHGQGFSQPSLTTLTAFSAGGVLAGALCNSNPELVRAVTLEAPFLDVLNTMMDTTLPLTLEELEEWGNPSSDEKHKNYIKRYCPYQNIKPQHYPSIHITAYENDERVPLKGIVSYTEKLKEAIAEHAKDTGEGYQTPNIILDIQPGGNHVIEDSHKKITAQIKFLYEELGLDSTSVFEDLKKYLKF
# LYPLA1 inh – LYPLA1 (human) inhibition in PME1 counter-screen; O75608; recombinant LYPLA1, FP-Rh probe fluorescence polarization; inhibition, % at 5.9 µM; 320,000 tested, 0.16% active; AID 2174;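 active = inhibition above the mean of all tested compounds plus 3 SD, set per campaign, cut at about 14% in these data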;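 note: inhibitors block serine hydrolase probe labeling of LYPLA1 so polarization falls; 0% = enzyme with DMSO and 100% = wells lacking LYPLA1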
# ZTA DNA inh – counter-screen for EBNA-1 inhibitors: inhibitors of Epstein-Barr virus ZTA | P03206 | ZTA-DNA binding, fluorescence polarization | inhibition, % at 11 µM | 320,000 tested, 0.15% active | AID 2234; in the data active = inhibition above about 33%
# Target sequence (P03206 whole entry, looked up): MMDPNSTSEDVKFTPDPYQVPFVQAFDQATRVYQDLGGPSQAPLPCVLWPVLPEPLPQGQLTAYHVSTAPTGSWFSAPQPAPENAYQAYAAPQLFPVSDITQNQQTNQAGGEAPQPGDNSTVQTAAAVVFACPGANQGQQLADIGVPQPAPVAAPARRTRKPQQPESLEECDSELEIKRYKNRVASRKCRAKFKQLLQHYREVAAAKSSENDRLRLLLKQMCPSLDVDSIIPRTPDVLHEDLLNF
# PAD4 inh – PAD4 (human) enzyme inhibition | Q9UM07 | recombinant PAD4, RCA probe fluorescence polarization | inhibition, % at 6.36 µM | 330,000 tested, 0.41% active | AID 485272;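 active = percent inhibition above a cutoff equal to the mean of all tested compounds plus 3 SD, cut at about 15% in these data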;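 note: 0% = PAD4 with RCA probe and DMSO and 100% = probe without PAD4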
# PAFAH1B3 FP inh – PAFAH1B3 (human) inhibition; Q15102; recombinant PAFAH1B3, FP-rhodamine probe, fluorescence polarization; inhibition, % at 3.39 µM; 340,000 tested, 0.28% active; AID 492972;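 active = inhibition above the screen-wide average of all tested compounds plus 3 SD, cut at about 25% in these data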;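 note: 0% = enzyme with DMSO only and 100% = wells lacking PAFAH1B3 protein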
# LYPLA2 inh – LYPLA2 (human) inhibition in PME1 counter-screen; recombinant LYPLA2, FP-Rh probe fluorescence polarization; inhibition, % at 5.9 µM; 320,000 tested, 0.38% active; AID 2177;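 active = inhibition above the screen-wide mean plus 3 SD, limit set per campaign, cut at about 26% in these data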;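 note: 0% = LYPLA2 with DMSO and 100% = wells lacking LYPLA2 enzyme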
# EBNA-1 inh – blocks EBNA-1 binding to DNA; EBNA-1 DNA binding, fluorescence polarization; 300,000 tested, 0.34% active; inhibition, % at 14.8 µM; in the data active = inhibition above about 28%
# Active calls of the source: *; nt = no result given; & = joins results of further samples. Some of the compounds tested; count on the stated rates, not on these rows.
molecule,ZTA DNA inh,GSTO1 inh,EBNA-1 inh,PREPL inh,LYPLA1 inh,PAD4 inh,LYPLA2 inh,PAFAH2 FP inh,PAFAH1B3 FP inh
COc1ccc(OC)c(/C=C2\SC(=S)N(C(C(=O)O)c3ccccc3)C2=O)c1 (stereo not drawn),17,-3,4,-11,0,-3,0,32*,6
COc1ccc(CC(=O)NCc2csc(-c3cccs3)n2)cc1OC,9,5,5,-1,3,-1,3,-3,5
Cc1nnsc1-c1c(C(=O)N2CCOCC2)c(C)nn1-c1ccc(Cl)cc1,3,-9,0,6,-2,1,-2,-3,0
CCSC1(SCC)N=C(N)C2(C#N)C(c3ccccc3)NC(C)=CC12C#N (stereo not drawn),17,-2,0,9,3,-6,-1,8,12
O=C(CN1CCOCC1)NNC(=S)Nc1ccc(Cl)cc1,2,-5,-7,-7,0,-5,-1,2,-5
Clc1ccc(COn2c(-c3ccccc3)nc3ccccc32)cc1,-26,9,0,-21,0,0,1,-6,4
CC(=O)N1CCN(CCN(CC2C(C)C=C(C)CC2C)C(C)=O)CC1 (stereo not drawn),10,-5,6,9,3,5,4,-2,11
CCN(c1ccc(OC)cc1)S(=O)(=O)c1nnc(NC(=O)COc2ccc(F)cc2)s1,7,-38,7,18,-4,1,-6,8,6
COc1ccc(-n2c(=O)cc(N3CCN(Cc4ccccc4)CC3)[nH]c2=O)cc1,-8,-3,7,13,5,0,5,4,3
COc1ccc(CCC(=O)OCC(=O)Nc2sccc2C(N)=O)cc1OC,nt,nt,nt,48*,nt,-3,nt,2,9
CCOC(=O)/C(C#N)=C\c1c(C)cc(C)c(COC(C)=O)c1C,-4,-2,-4,-7,0,-4,-3,2,2
CC(=NNC(=O)c1cccc(S(=O)(=O)N2CCCC2)c1)c1ccccc1,nt,nt,nt,1,nt,-1,nt,-3,2
Cc1c(C(=O)Nc2ccc(F)cc2)c2ccccn2c1CCc1ccncc1,2,1,1,9,0,1,8,3,6
c1csc(-c2nc(-c3ccc(-c4ccon4)s3)no2)c1,17,-23,13,-4,-8,-6,-23,-5,1
Cc1ccc(CNC(=O)c2cc3cc(Br)ccc3oc2=N)cc1,4,-2,4,12,1,1,1,2,0
Cc1ccccc1CC1(CO)CCCN(C(=O)c2cccc(Cl)c2)C1 (stereo not drawn),-5,3,-9,5,1,-1,6,-3,6
CCOc1ccc(-n2c(SCC(=O)Nc3ccccc3C)n[nH]c2=O)cc1,-10,-2,11,2,1,1,3,7,2
Cc1ccc(S(=O)(=O)N(C)CC(=O)OCC(=O)c2c(N)n(C)c(=O)n(C)c2=O)cc1,-21,15,0,9,-2,-1,8,1,3
CCOC(=O)C1=C(C)NC(=S)N(C(C)=O)C1c1ccc(Cl)cc1 (stereo not drawn),15,0,3,-12,-1,2,0,0,-3
COc1ccccc1NC(=O)CCC(=O)c1ccc(-c2ccccc2)cc1,-3,-3,2,12,-5,1,-3,5,-7
CCn1cc(C(=O)O)c(=O)c2cnc(N3CCN(C(=S)NC(=O)c4ccc(Br)cc4)CC3)nc21,-15,7,5,-10,-3,-3,1,nt,nt
CCOC(=O)c1c(NC(NC(=O)C(C)C)C(Cl)(Cl)Cl)sc2c1CCC2 (stereo not drawn),3,-4,-5,0,-6,-3,-2,0,8
CCOC(=O)c1c(C)[nH]c(C(=O)COC(=O)CNC(=O)C2CCCCC2)c1C,8,10,13,-4,2,-4,5,-4,-1
Cc1ccc2cc(CN(CCCN(C)C)C(=O)NCc3ccccc3)c(=O)[nH]c2c1C,4,2,-11,0,-4,1,-1,-5,5
O=C(Nc1ccccc1)/C(=C/c1ccc(O)cc1)NC(=O)c1ccco1,17,2,5,-2,-6,5,-3,-10,4
Cc1ccc(C(=O)CSc2nc3ccccc3o2)cc1,0,8,11,-1,-4,2,9,0,3
Cc1ccc(N2C(=O)CC(Sc3nc4ccccc4o3)C2=O)cc1Cl (stereo not drawn),-9,-2,-3,-28,-1,-8,-2,-3,3
COc1cc2nc(Cl)nc(NCCO)c2cc1OC,-9,11,9,-7,1,-4,6,-1,-1
CCN(CC)C(=O)Cn1cc(C(=O)C(=O)NCCCN2CCOCC2)c2ccccc21,8,8,3,-3,2,1,3,-2,-1
O=C(Nc1ccc(-c2cn3c(n2)SCC3)cc1)c1ccco1,-3,-11,-10,3,1,-3,1,-5,0
O=C(CN1CCOc2ccccc21)NC1CCCCCCC1,-2,4,13,11,8,2,12,1,5
CN(C)c1c2ccccc2nc2c(F)c(F)c(F)c(F)c12,-2,-83,-7,15,-5,2,3,5,25
CN(CC(=O)Nc1ccc(F)c(Cl)c1)S(=O)(=O)c1cccc2nsnc12,-4,-3,-3,-4,6,2,11,-5,-6
Cc1ccc2nc(N(CCCN(C)C)C(=O)CCc3ccccc3)sc2c1,13,-1,0,-50,-3,-4,1,-2,7
O=C(CSc1nccc(=O)[nH]1)NC1CCCCCCC1,nt,nt,nt,4,nt,-6,nt,3,1
CCC1(c2ccccc2)NC(=O)N(CC(=O)Nc2cccnc2Cl)C1=O (stereo not drawn),9,nt,nt,-14,1,3,1,5,1
COC(=O)c1ccc(/C=C/c2c(-c3ccsc3)sc3ccccc23)cc1,4,1,2,-8,-1,1,-5,6,5
Cc1ccccc1-n1c(=O)cc(NCc2ccc3c(c2)OCO3)[nH]c1=O,9,8,-10,13,-3,-5,-2,-9,-2
CC1CCCCN1S(=O)(=O)c1ccc(C(=O)Nc2ccccc2-c2nc3ccccc3s2)cc1 (stereo not drawn),18,1,2,1,1,3,2,5,7
CCOC(=O)N1CCN(S(=O)(=O)N2CCCC(C(=O)NCCCN3CCCCC3CC)C2)CC1 (stereo not drawn),-4,-3,-7,1,0,1,-1,-4,2
CCn1c(CNC(=O)COc2ccc(C(C)C)cc2)nnc1SCC(=O)Nc1ccc(F)cc1,-4,7,6,-7,-2,1,0,-7,10
CC(N=C(NC#N)Nc1ccncc1)C(C)(C)C (stereo not drawn),-12&0,2&-6,0&-6,16&-2,3&0,-1&-8,7&-5,-7&-3,1&-8
CCc1ccccc1NC(=O)CCC(=O)Nc1nnc(C(C)C)s1,10,5,-12,0,-4,1,-3,0,-3
CC(C)C(=O)Nc1ccc2c(c1)oc1ccccc12,12,-2,6,18,0,0,-1,5,7
COc1ccc(Cl)cc1NC(=O)CSc1nncn1-c1cccnc1,-22,-11,-10,4,-3,-5,-3,-10,4
Cc1cc(NC(=O)C(C)Sc2nnc(NCc3ccco3)s2)no1 (stereo not drawn),0,nt,nt,8,-2,-3,-1,1,3
CCC(C)NC(=O)NC1C(NC(=O)NC(C)CC)N(C)C(=O)N1C (stereo not drawn),9,5,9,-1,-2,1,-3,1,5
CC(=O)CSc1nnc(-c2ccncc2)n1C,5,-6,-3,2,-2,-1,-1,-5,10
Cc1ccc(N(CC(=O)NC2CCCCC2)C(=O)Cn2nnc(-c3ccc(C)o3)n2)cc1,-6,-6,-8,1,1,1,2,-1,4
COc1ccc(CNC(=O)CN(C(=O)CCC(=O)Nc2nccs2)c2ccc3c(c2)OCO3)cc1,-12,7,7,-10,1,4,4,11,10

# Further compounds:
molecule,ZTA DNA inh,GSTO1 inh,EBNA-1 inh,PREPL inh,LYPLA1 inh,PAD4 inh,LYPLA2 inh,PAFAH2 FP inh,PAFAH1B3 FP inh
CCOc1ccccc1C1NC(=O)NC(C)=C1C(=O)OC1CCCCC1 (stereo not drawn),-2,-14,0,2,-1,1,-1,8,12
COc1ccc(CN(C(=O)COc2ccccc2)c2ccccc2C(=O)O)cc1,-5,3,-1,1,1,8,1,8,10
c1coc(-c2nnc(-c3ccco3)nn2)c1,37*,68*,5,2,-5,-7,11,32*,19
CCN(CC)CCNC(=O)c1ccc(N2CCCCC2)c(NS(=O)(=O)c2ccc(C)cc2)c1,-11,24,4,16,0,1,-2,-2,6
Nc1[nH]n(-c2ccccc2)c(=O)c1N=Nc1ccc2c(c1)OCO2,-8,15,-4,45*,2,-1,6,6,1
COc1ccc(-n2c(SCC(=O)Nc3cc(C)on3)nc3c([nH]c4ccccc43)c2=O)cc1,-9,3,9,7,3,1,0,-8,1
CCOc1cccc(CN2CCC(Oc3ccc(C(=O)N4CCCC4)cc3)CC2)c1,8,-10,-4,2,0,0,8,4,7
Cc1cccc(OCCCC(=O)NNC(=O)c2ccccn2)c1,1,nt,nt,20,2,-5,2,0,6
Cc1ccc(C(=O)O)cc1NC(=O)c1ccc2c(c1)C(=O)N(c1ccc([N+](=O)[O-])cc1)C2=O,-4,20,-4,6,0,-5,4,1,9
C=CCNC(=O)CSc1nc2sc(C)c(C)c2c(=O)[nH]1,7,-5,-11,4,0,3,-4,10,3
O=C1CCC(=O)N1c1ccccc1-c1ccccc1,5,2,2,-5,2,2,-3,-12,4
COc1ccccc1-c1nnc(SC)n1C,-22,7,-2,7,2,1,1,5,-2
CCCNC(=O)C1CCN(S(=O)(=O)c2ccc3nc4c(c(C(=O)O)c3c2)CCCCC4)CC1,-15,-3,6,11,3,-9,-4,2,1
CCC(C)C(=O)Nc1nnc(SCC(=O)Nc2ccc(F)cc2)s1 (stereo not drawn),0,-5,-3,8,-1,0,5,9,2
CCOc1ccc(CCNC(=O)CN2C(=O)COc3ccc(S(=O)(=O)N4CCOCC4)cc32)cc1,-5,3,-8,9,3,1,6,8,4
N/C(=N\O)C1COc2ccccc2O1 (stereo not drawn),0,4,-2,7,1,-5,8,4,7
CCC(C)N(C(=O)COc1ccccc1C(=O)NCc1ccccc1)C1CCS(=O)(=O)C1 (stereo not drawn),-15,-2,-3,-1,-4,-4,1,-11,3
Cc1ccc(S(=O)(=O)CCSc2n[nH]c(=O)n2-c2ccccc2)cc1,5,10,-3,6,-3,5,-1,nt,nt
O=C(NNC(=O)c1nc(Cl)ccc1Cl)c1ccc(F)cc1,1,0,0,-1,-3,5,5,-7,12
CCOC(=O)c1ccc(NC(=S)N(CCCN2CCCCC2)Cc2ccco2)cc1,2,3,-8,-13,-2,-2,0,-8,-2
O=C1CN(C(=O)CNCc2cccc(Cl)c2)c2ccccc2N1,7,6,10,-18,-4,-1,0,-5,13
COc1ccccc1N1CCN(Cc2cn[nH]c2-c2ccc(F)cc2)CC1,10,-9,10,5,0,4,3,6,6
Cc1cc(=O)oc2c(C)c(OC(C)C(=O)NCC3CCC(C(=O)O)CC3)ccc12 (stereo not drawn),11,-4,-2,1,0,-2,2,-2,11
CC(NC(=O)c1ccccc1F)C1CC1 (stereo not drawn),-6,-3,-22,-4,-2,-2,1,-10,2
Cc1cc(C)nc(NS(=O)(=O)c2ccc(N3C(=O)c4ccccc4C3=O)cc2)n1,17,-1,3,3,1,6,0,-2,2
COc1cccc(-n2nnc3c(=O)n(CC(=O)N4CCCc5ccccc54)cnc32)c1,-1,6,12,-2,0,-1,3,1,-1
O=C(N/N=C/c1cc(Cl)cc([N+](=O)[O-])c1O)c1cc(-c2ccccn2)nc2ccccc12,10,-6,6,32,1,-1,-8,6,2
CCC(C)CCCCNC1=NCCS1 (stereo not drawn),-11,9,8,-1,3,-1,-2,5,10
CC(Sc1nnc(C2CC2)n1C1CC1)C(=O)Nc1ccc(C(N)=O)cc1 (stereo not drawn),5,nt,nt,0,1,-3,1,-1,-1
